# Screens from PubChem BioAssay.
# CHT block: inhibitors of human choline transporter CHT; CHT-expressing cells, membrane potential dye, choline response; stronger effect = lower value; Q9GZV3; B-score at 10 µM; actives 0.86% (n = 310,000);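 active = B-score over 3 SD under the library average, and starting fluorescence ratio not unusually high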;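 note: choline stimulus applied at its EC90 after an EC20 pre-addition; B-score computed on integrated fluorescence ratio after choline addition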
# Target sequence (Q9GZV3 whole entry, looked up): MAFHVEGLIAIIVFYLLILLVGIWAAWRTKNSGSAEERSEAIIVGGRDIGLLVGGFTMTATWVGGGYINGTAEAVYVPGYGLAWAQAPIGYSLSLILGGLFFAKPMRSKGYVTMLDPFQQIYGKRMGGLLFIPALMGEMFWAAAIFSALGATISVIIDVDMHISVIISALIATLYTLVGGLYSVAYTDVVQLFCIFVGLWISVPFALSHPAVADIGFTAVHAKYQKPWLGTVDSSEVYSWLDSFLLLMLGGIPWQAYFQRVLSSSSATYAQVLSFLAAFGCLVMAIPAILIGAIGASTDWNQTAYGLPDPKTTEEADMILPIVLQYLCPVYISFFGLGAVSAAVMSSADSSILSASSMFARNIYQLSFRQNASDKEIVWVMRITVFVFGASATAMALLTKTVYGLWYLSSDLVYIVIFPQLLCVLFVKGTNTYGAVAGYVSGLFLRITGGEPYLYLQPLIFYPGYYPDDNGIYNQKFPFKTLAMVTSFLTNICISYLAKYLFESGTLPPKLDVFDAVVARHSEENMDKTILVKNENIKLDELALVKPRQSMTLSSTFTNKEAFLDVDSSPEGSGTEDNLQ
# KCNQ2 block: KCNQ2 potassium channel inhibitors, primary screen, cell-based, CHO-K1, FluxOR thallium flux, B-score (AID 2156); O88943; 20 min; stronger effect = lower value; B-score at 10 µM; actives 1.1% (n = 310,000);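 active = fluorescence ratio B-score at most minus 3 library SDs, with starting brightness B-score within 2 library SDs, cut at about -5.5 in these data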
# * hit, by the source's call; i = inactive; · = no result given.
SMILES,CHT block,KCNQ2 block
O=C(COc1ccccc1[N+](=O)[O-])Nc1cccc(S(=O)(=O)NC2=NCCCCC2)c1,i,i
Cn1ncc([N+](=O)[O-])c1C(=O)Nc1cccc2ccccc12,i,i
CCCn1c(-c2cccc(F)c2)nc2c1c(=O)[nH]c(=O)n2Cc1ccccc1,i,i
Cc1c(NC(=O)Cn2ccc([N+](=O)[O-])n2)c(=O)n(-c2ccccc2)n1C,i,i
COc1ccc(OCC(=O)NN2Cc3ccccc3C2=N)cc1,i,i
O=C(NCc1ccc(F)cc1)C(c1ccco1)N(C(=O)c1csnn1)C1CC1 (stereo unspecified),i,i
O=S(=O)(Nc1ccc2c(c1)CCC2)c1cccs1,i,i
c1ccc(-n2ncc3c(NCc4ccco4)ncnc32)cc1,i,i
COC(=O)c1cc(NC(=O)CC2Oc3ccccc3NC2=O)cc(C(=O)OC)c1 (stereo unspecified),i,i
Nc1nn(-c2cccc(F)n2)cc1-c1ccc(Cl)cc1,·,i
Cc1noc(C)c1S(=O)(=O)N1CCC(C(=O)Nc2ccccn2)CC1,i,i
COc1ccccc1NC(=O)Cc1noc(CSc2cc(C)c3ccccc3n2)n1,i,i
Cc1[nH]n(-c2ccccc2)c(=O)c1N=Nc1ccccc1O,·,i
CCOC(=O)C1CCN(C(=O)c2cc3c(C)cc(C)cc3[nH]2)CC1,i,i
CCOC(=O)c1c(C)[nH]c(C)c1S(=O)(=O)NCC1CCN(Cc2cccc(Cl)c2)CC1,i,i
CC(Sc1ccccc1)C(=O)N1CCN(S(=O)(=O)c2ccccc2C(F)(F)F)CC1 (stereo unspecified),i,i
Cn1cc(S(=O)(=O)NC2CCCC2)c(=O)n(C)c1=O,i,i
CC1CCCC(C)N1S(=O)(=O)c1ccc(NC(=O)CCn2cnc3ccccc3c2=O)cc1 (stereo unspecified),i,i
COc1cc(CNCc2ccccn2)ccc1OCc1ccc(Cl)cc1,i,i
CS(=O)(=O)Nc1cccc(C2=NN(C(=O)c3ccccc3Cl)C(c3ccccc3O)C2)c1 (stereo unspecified),i,i
CCOC(=O)c1cccc(NC(=O)c2c(N)n(C)c(=O)[nH]c2=O)c1,i,i
COc1ccc(CNC(=O)Cn2cc(C(F)(F)F)ccc2=O)cc1,i,i
Cc1ccc(C)c(NC(=O)CCc2nnc3ccc(NCc4ccco4)nn23)c1,i,i
CCc1ccccc1NC(=O)CSc1nc2n[nH]c(C)c2c(=N)n1-c1cccc(OC)c1,i,i
C=CCn1c(=S)[nH]c2sc3c(c2c1=O)CCC3,·,i
CCCCN(C)C(=O)Cn1nc(Cc2ccncc2)c2ccccc2c1=O,i,i
CCOc1ccc(N(Cc2cc3cc(C)ccc3[nH]c2=O)S(=O)(=O)c2ccccc2)cc1,i,i
CCn1c(/N=C/c2ccccc2O)nc2ccccc21,i,i
COc1ccc(OC)c(CCNC(=O)C(C)n2nc(C)c3c(C)n(-c4ccccc4)nc3c2=O)c1 (stereo unspecified),i,i
CCCN(CCC)c1nc(N(CCC)CCC)[nH]c(=O)n1,-5.1*,i

# Quoted at random: 7 records from the list
SMILES,CHT block,KCNQ2 block
Cn1cc(S(=O)(=O)NC2CCCC2)c(=O)n(C)c1=O,i,i
COc1cc(CNCc2ccccn2)ccc1OCc1ccc(Cl)cc1,i,i
C=CCn1c(=S)[nH]c2sc3c(c2c1=O)CCC3,·,i
CS(=O)(=O)Nc1cccc(C2=NN(C(=O)c3ccccc3Cl)C(c3ccccc3O)C2)c1 (stereo unspecified),i,i
CC1CCCC(C)N1S(=O)(=O)c1ccc(NC(=O)CCn2cnc3ccccc3c2=O)cc1 (stereo unspecified),i,i
COc1ccc(OC)c(CCNC(=O)C(C)n2nc(C)c3c(C)n(-c4ccccc4)nc3c2=O)c1 (stereo unspecified),i,i
CC(Sc1ccccc1)C(=O)N1CCN(S(=O)(=O)c2ccccc2C(F)(F)F)CC1 (stereo unspecified),i,i

# Next part
SMILES,CHT block,KCNQ2 block
NC(=O)C1(N2CCCCC2)CCN(c2nc(-c3ccccc3)cs2)CC1,i,i
COC(=O)c1ccc(C23CC4(C2)[C@H](CN(C)[C@@H]4c2ccccc2)C3c2ccccc2)cc1 (stereo partly specified),i,i
COc1ccc(-c2csc(NC(=O)C3CCCCN3S(=O)(=O)c3ccccc3)n2)cc1 (stereo unspecified),i,i
Cc1nc(-c2ccc(Br)cc2)ccc1C(=O)O,i,i
N#Cc1c(NC(=O)CSc2ccccn2)oc(-c2ccccc2)c1-c1ccccc1,i,i
COc1ccc(C(=O)NCCN2CCCC2)cc1[N+](=O)[O-],i,i
Nn1c(SCC(=O)NC2CCCCC2)nnc1-c1ccccc1,i,i
CCOC(=O)c1c(CNc2ccncc2)n(C)c2cc(Br)c(O)cc12,i,i
COc1cc(C(=O)N/N=C/c2ccccn2)cc(OC)c1OC,i,i
CCOc1ccc(NS(=O)(=O)c2ccc(C(=O)NCC(C)(C)N3CCOCC3)cc2)cc1,i,i
Cc1ccc(Nc2cccc(C(F)(F)F)c2)nn1,i,i
Cc1nc2sc(C(N)=O)c(N)c2c(C)c1CC(=O)c1ccccc1,i,i
Cc1ccc(S(=O)(=O)N2[C@@H](c3cccc(Cl)c3)C(C(=O)O)=CC[C@H]2c2cccs2)cc1,i,·
COc1ccc(C(=O)C(C)OC(=O)c2cccc(S(=O)(=O)Nc3cc(Cl)c(OC)cc3OC)c2)cc1 (stereo unspecified),i,i
COC(=O)c1cc(C#N)c(OC(C)C)nc1C,i,i
O=C(c1cccc(C(F)(F)F)c1)N1CCN(S(=O)(=O)c2ccc(Cl)s2)CC1,i,i
COC(=O)c1cc(S(=O)(=O)Nc2nn(C)c3ccccc23)oc1C,i,i
CN1C(=O)/C(=C\c2ccco2)N=C1c1ccc(Cl)cc1Cl,i,i
Cc1ccccc1OCC(=O)NN1C(=O)C2C3C=CC(O3)C2C1=O (stereo unspecified),i,i
Cc1nnc(SCC(=O)Nc2ccc(F)cc2)n(N)c1=O,i,i
CCN1CCN(C(=S)c2ccc(SC)cc2)CC1,i,i
CC1CCN(S(=O)(=O)c2nnc(NC(=O)COc3ccccc3F)s2)CC1,i,i
CCOC(=O)COc1coc(CN2CCN(c3ccccc3)CC2)cc1=O,i,i
Cc1c(/C=N/N=C2\CCC3C4CCc5cc(O)ccc5C4CCC23C)cnn1C (stereo unspecified),i,i
CC(=O)Nc1ccc(S(=O)(=O)NNC(=O)c2cccc3ccccc23)cc1,i,i
O=C(COc1ncnc2ccccc12)Nc1cccc(S(=O)(=O)N2CCOCC2)c1,i,i
CCOC(=O)Cc1csc(NS(=O)(=O)c2ccc(NC(C)=O)cc2)n1,i,i
CN(CC(=O)Nc1cccc(F)c1)C(=O)c1ccc(N2CCOCC2)c([N+](=O)[O-])c1,i,i
O=C(COC(=O)c1ccc(F)cc1)NCCCc1ccccc1,i,i
Cc1cc(NC(=O)c2sc(Nc3cccc(C(F)(F)F)c3)nc2N)no1,i,i

# Sorted by count of non-hydrogen atoms (low to high): some entries from above
SMILES,CHT block,KCNQ2 block
CCN1CCN(C(=S)c2ccc(SC)cc2)CC1,i,i
Cc1nnc(SCC(=O)Nc2ccc(F)cc2)n(N)c1=O,i,i
COC(=O)c1cc(S(=O)(=O)Nc2nn(C)c3ccccc23)oc1C,i,i
Cc1cc(NC(=O)c2sc(Nc3cccc(C(F)(F)F)c3)nc2N)no1,i,i
CC(=O)Nc1ccc(S(=O)(=O)NNC(=O)c2cccc3ccccc23)cc1,i,i
Cc1c(/C=N/N=C2\CCC3C4CCc5cc(O)ccc5C4CCC23C)cnn1C (stereo unspecified),i,i
CN(CC(=O)Nc1cccc(F)c1)C(=O)c1ccc(N2CCOCC2)c([N+](=O)[O-])c1,i,i

# (list continues)
SMILES,CHT block,KCNQ2 block
O=C(NCCOc1ccccc1)C(=O)NCC1CCCO1 (stereo unspecified),i,i
COc1ccc2c(c1)C=C(CN1CCC(CO)(CCc3ccccc3)CC1)CO2,i,i
COc1cccc(NC(=O)CNC(=O)N2CC(=O)Nc3ccccc32)c1,i,i
CCCC[C@@H]1CN=C(N)N1CC(C)(C)C,i,i
COC(=O)c1cccc(NC(=O)CN2CCN(c3ccc(OC)cc3)CC2)c1,i,i
COC(=O)c1cccc(NC(=O)CSc2nncn2-c2ccccn2)c1,i,i
COc1cccc(CNC(=O)C2CCN(S(=O)(=O)c3cccc4cccnc34)CC2)c1,i,i
O=C(c1cccc(F)c1)N1CCC2(CC1)NCCc1[nH]cnc12,i,i
S=C(Nc1ccccc1Cl)N(CCN1CCCCC1)Cc1ccco1,i,i
O=C(c1ccco1)N1N=C(c2ccc(Br)cc2)CC1(O)C(F)(F)F (stereo unspecified),i,i
Cn1c(=O)c2c(ncn2CCNC2=NCCCCC2)n(C)c1=O,i,i
C1CC(CN2CCOCC2)CN(c2nc3nonc3nc2N2CCSCC2)C1 (stereo unspecified),i,i
CCOc1ccc2[nH]c(C)c(CN3CCN(C)CC3)c(=O)c2c1,i,i
Cc1cc(C)n(-c2ccc(F)cc2CN2CCN(C3CCCC3)C(CCO)C2)n1 (stereo unspecified),i,i
c1ccc(CSc2nccc(-c3ccco3)n2)cc1,i,i

# Overlap with the part before: 2 entries, then new ones.
SMILES,CHT block,KCNQ2 block
Cc1cc(C)n(-c2ccc(F)cc2CN2CCN(C3CCCC3)C(CCO)C2)n1 (stereo unspecified),i,i
c1ccc(CSc2nccc(-c3ccco3)n2)cc1,i,i
OCCN(Cc1ccccc1)Cc1ccc(Cl)cc1,i,i
Cc1nn(C)c(C)c1S(=O)(=O)N1CCC(C(=O)NC(C)c2ccccc2)CC1 (stereo unspecified),i,i
COc1ccc(-c2nn(-c3ccccc3)cc2CNCc2cccnc2)c(F)c1,i,i
O=C(Nc1ccc(C(=O)N2CCC(O)(c3ccc(Cl)c(C(F)(F)F)c3)CC2)cc1)c1ccc(Br)o1,i,·
CCOC(=O)C(NC(=O)CC(C)C)(Nc1cc(C)on1)C(F)(F)F (stereo unspecified),i,i
CCc1cc(=O)oc2cc(OC(C)C(=O)NCC3CCC(C(=O)O)CC3)c(Cl)cc12 (stereo unspecified),i,i
C=C(C)Cn1c(N)cc(=O)nc1SCC(=O)Nc1cccc(C(F)(F)F)c1,i,i
O=C(NC(=S)Nc1ccc2[nH]c(=O)[nH]c2c1)c1cccc(F)c1,i,i
O=C(Nc1c2c(nn1-c1ccccc1)CS(=O)C2)c1ccc2c(c1)OCO2 (stereo unspecified),i,i
COc1ccc(N(CC(=O)Nc2cc(C)ccc2C)S(=O)(=O)c2c(C)nn(C)c2C)cc1,i,i
CCCOCC1CC2(CC(C)(c3csc(N)n3)OC2=O)C(=O)O1 (stereo unspecified),i,i
Cc1cc(NC(=O)COC(=O)c2ccc(F)c(S(=O)(=O)N3CCOCC3)c2)no1,i,i
Cc1ccc(CSc2nnc(CS(=O)Cc3ccc(Cl)cc3Cl)n2C)cc1 (stereo unspecified),i,i
Cc1sc2ncnc(N3CCOCC3)c2c1C,i,i
O=C(NC1CCCC1)C(c1ccncc1)N(CC1CCCO1)C(=O)Cn1nnc(-c2cccs2)n1 (stereo unspecified),i,i
C#CC[N+](C)(C)CC#Cc1ccc(C)cc1,i,i
O=C(CSCc1ccccc1)N=Nc1c(O)[nH]c2ccccc12,i,i
O=C1C(C=Nc2ccc(F)cc2)=C(O)c2ccccc21,i,i
Cc1ccc(NCN2C(=O)C(=O)c3ccccc32)nc1,i,i
COc1cccc(CC2(CO)CCN(Cc3cnc(N4CCOCC4)s3)CC2)c1,i,i
Cc1nnc2sc(-c3ccc(-c4ccc(Cl)c(C(F)(F)F)c4)o3)nn12,i,i
O=C(COc1cccnc1[N+](=O)[O-])Nc1ccccc1Sc1ccccc1,i,i
O=C(NCCN1CCc2ccccc2C1)C1CC(=O)N(C2CCCC2)C1 (stereo unspecified),i,i
Cc1ccc(S(=O)(=O)Nc2ccccc2C(=O)N2CCCCCC2)cc1,i,i
CN(CC(=O)NCCCN1CCOCC1)S(=O)(=O)c1cc(Cl)ccc1Cl,i,i
CN1CCN(/C(=N\S(=O)(=O)c2ccc(F)cc2)c2ccccc2)CC1,i,i
CC(NC(=O)Nc1ccc(Cl)cc1)c1ccc2c(c1)OCO2 (stereo unspecified),i,i
Cc1ccc(N2CC(C(=O)NCCS(=O)(=O)N3CCN(c4ccccc4F)CC3)CC2=O)cc1 (stereo unspecified),i,i
C/C(CC(=O)Nc1ccc(C)c(Cl)c1)=N\NC(=O)C1CCCCC1,i,i
Cc1ccc(OCC(=O)N/N=C/c2ccncc2)cc1C,i,i
COCCN(Cc1ccccc1)C(=O)c1cccc(S(=O)(=O)N2CCN(c3ccccc3)CC2)c1,i,i
O=C(Nc1ccccc1NC(=O)c1ccccc1F)c1ccccc1F,i,i
COc1ccccc1C(=O)Nc1ccc2nc(SCC(=O)N(C)C)sc2c1,i,i
Cc1ccsc1C1Nc2ccccc2C(=O)N1O (stereo unspecified),i,i
CCCn1c2c(c(=N)c3c1CCC3)CCCC2,i,i
O=C1c2ccccc2NC(c2cccc(F)c2)N1Cc1ccccc1 (stereo unspecified),i,i
CC1Oc2ccccc2N(CC(=O)NCCN2CCOCC2)C1=O (stereo unspecified),i,i
O=C(CCNS(=O)(=O)c1ccc(Br)cc1)Nc1cccc(F)c1,i,i
Cc1ccc(/C=N/NC(=S)NC2CCCCC2)o1,i,i
O=C(Cn1cc([N+](=O)[O-])cn1)NCC1CCCO1 (stereo unspecified),i,i
Cc1c(C)n2c3c(cccc13)CC2,i,i
Cc1ccc(C(c2sc3nc(C)nn3c2O)N2CCOCC2)cc1 (stereo unspecified),i,i
COc1ccccc1NC(=O)CN1C(=O)CSC(C)C1=O (stereo unspecified),i,i
Cc1ccc(C(=O)O)cc1NC(=S)NC(=O)c1ccc(-c2ccc(Cl)cc2)o1,i,i
Cn1cccc1-c1cc(C(=O)N/N=C/c2ccc(F)cc2)[nH]n1,i,i
O=S(=O)(Nc1nccs1)c1ccc(F)cc1,i,i
CCN(CC)c1ccc(/C=N/NC(=O)CN2CCCc3ccccc32)cc1,i,i
O=C(CNCc1cccc2ccccc12)Nc1ccccc1[N+](=O)[O-],i,i
CCC(=O)NNc1nc2c(C)cc(C)cc2s1,i,i
COC(=O)c1[nH]c2cc(OC)ccc2c1NC(=O)CN1CCC(C(N)=O)CC1,i,i
